OX1R antag: blocks the human orexin 1 receptor; O43613; CHO/OX1R cells, Fluo-8 calcium fluorescence, orexin A; inhibition, % at 5 µM; 330,000 compounds, 0.43% hits; AID 434989;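 active = inhibition above its plate's threshold, mean inhibition of all tested compounds on the plate plus 3 SD, cut at about 37% in these data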;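 note: 0% = orexin A challenge wells and 100% = SB-334867-A antagonist wells; not every result past the cut was called active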
Target sequence (O43613 whole entry, looked up): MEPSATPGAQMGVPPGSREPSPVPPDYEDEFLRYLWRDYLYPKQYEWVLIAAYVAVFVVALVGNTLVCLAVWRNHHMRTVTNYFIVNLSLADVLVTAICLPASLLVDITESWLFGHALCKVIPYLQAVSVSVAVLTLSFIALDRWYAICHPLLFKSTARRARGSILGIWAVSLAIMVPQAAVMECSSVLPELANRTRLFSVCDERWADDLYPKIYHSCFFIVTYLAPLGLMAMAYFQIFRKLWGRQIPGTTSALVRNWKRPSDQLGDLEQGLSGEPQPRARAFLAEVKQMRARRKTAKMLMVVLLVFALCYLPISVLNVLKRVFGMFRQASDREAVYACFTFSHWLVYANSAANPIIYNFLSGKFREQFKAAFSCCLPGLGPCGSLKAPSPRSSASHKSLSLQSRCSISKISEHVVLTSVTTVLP
CHT allo act: human CHT allosteric activation. Q9GZV3. CHT-expressing cells, membrane potential dye, choline EC20; hits give high values; LV-AA mutant CHT in HEK293 cells. B-score at 10 µM. 310,000 compounds, 0.49% hits. AID 488977;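 active = initial fluorescence not abnormally high and integrated response B-score, plate-corrected, over 3 SD above library mean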
Target sequence (Q9GZV3 whole entry, looked up): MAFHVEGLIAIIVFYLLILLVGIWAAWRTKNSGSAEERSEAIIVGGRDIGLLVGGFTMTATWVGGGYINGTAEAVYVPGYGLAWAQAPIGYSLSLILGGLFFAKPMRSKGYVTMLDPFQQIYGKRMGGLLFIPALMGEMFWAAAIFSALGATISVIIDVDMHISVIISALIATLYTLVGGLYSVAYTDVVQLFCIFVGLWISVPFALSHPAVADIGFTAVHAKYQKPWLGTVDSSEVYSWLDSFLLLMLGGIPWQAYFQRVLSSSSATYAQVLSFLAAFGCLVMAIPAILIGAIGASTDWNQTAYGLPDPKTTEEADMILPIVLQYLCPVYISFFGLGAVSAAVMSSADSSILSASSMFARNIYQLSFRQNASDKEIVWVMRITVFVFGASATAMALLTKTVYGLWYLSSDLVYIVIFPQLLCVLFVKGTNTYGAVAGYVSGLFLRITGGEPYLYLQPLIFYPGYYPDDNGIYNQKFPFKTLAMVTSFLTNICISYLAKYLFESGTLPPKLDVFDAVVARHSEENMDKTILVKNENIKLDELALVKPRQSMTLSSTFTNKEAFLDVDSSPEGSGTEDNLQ
Numbers without * were called inactive; i = inactive; / = no result given.

Compound	OX1R antag	CHT allo act
CCn1c(CN2CCOCC2)nnc1SCC(=O)Nc1ccccc1C	-6	i
Cc1ccc(CNC(=O)CN2C(=O)NC(C)(c3ccc(Cl)cc3)C2=O)cc1 (configuration not stated)	-40	i
CCc1sc(C(=O)N2CCN(S(C)(=O)=O)CC2)cc1Br	-10	i
CC1=NC(=O)C(N=Nc2ccccc2)N1c1ccccc1 (configuration not stated)	-13	i
CCCn1c(N)c(C(=O)CSc2nc(N)cc(=O)[nH]2)c(=O)n(C)c1=O	-2	/
CCc1[nH]c(=S)c(C#N)c(-c2ccccc2)c1C(=O)OC	-27	i
Cc1nc(NC(=O)CSc2nc3cccnc3n2C2CCCCC2)sc1C	-36	i
COc1cc(SC)ccc1C(=O)Nc1ccc(C)cc1C	-29	i
CCOC(=O)c1cc(OC(=O)c2cccs2)n(-c2ccccc2)n1	-8	i
Cc1sc2nc(SCC(=O)Nc3ccc(S(=O)(=O)NCCCC(=O)O)cc3)[nH]c(=O)c2c1C	-11	i
CC1C=CCC2C(=O)N(c3cccc(C(=O)N4CCN(c5ccc(F)cc5)CC4)c3)C(=O)C12 (configuration not stated)	-13	i
Cc1ccc(N(Cc2ccccc2)C(=O)c2ccc(C)c(S(=O)(=O)N3CCOCC3)c2)cc1	6	/
Cc1ccc(NC(=O)Nc2cc(C)on2)cc1	4	i
O=C(NC1CCN(C(=O)N2c3ccccc3Sc3ccccc32)CC1)c1ccccc1Cl	14	i
Cc1ccc(-c2csc3ncnc(SCC(=O)NCC4CCCO4)c23)cc1 (configuration not stated)	-27	/
Cc1cccc(NC(=O)Cn2nc(-c3ccco3)ccc2=O)c1C	-2	i
Cc1cccc(OCc2nnc(SCC(=O)N(c3ccccc3)C3CCS(=O)(=O)C3)o2)c1 (configuration not stated)	-10	/
O=C(CCCNC(=O)/C(=C/c1ccccc1F)NC(=O)c1ccccc1)OCc1ccccc1	-28	i
CCN1C(=O)[C@H]2[C@@H](c3ccc(SC4CCCCC4)c(OC)c3)N3CCCC[C@@]3(C(=O)OC)[C@H]2C1=O	-34	i
COc1ccc(C(=O)NCCC(=O)N2CCC3(CC2)NCCc2[nH]cnc23)cc1	6	i

Five compounds already listed, sorted by heavy-atom count, largest number first:
Compound	OX1R antag	CHT allo act
CCN1C(=O)[C@H]2[C@@H](c3ccc(SC4CCCCC4)c(OC)c3)N3CCCC[C@@]3(C(=O)OC)[C@H]2C1=O	-34	i
CC1C=CCC2C(=O)N(c3cccc(C(=O)N4CCN(c5ccc(F)cc5)CC4)c3)C(=O)C12 (configuration not stated)	-13	i
Cc1cccc(OCc2nnc(SCC(=O)N(c3ccccc3)C3CCS(=O)(=O)C3)o2)c1 (configuration not stated)	-10	/
COc1ccc(C(=O)NCCC(=O)N2CCC3(CC2)NCCc2[nH]cnc23)cc1	6	i
CCc1[nH]c(=S)c(C#N)c(-c2ccccc2)c1C(=O)OC	-27	i

(more compounds)
Compound	OX1R antag	CHT allo act
COc1cc(C(=O)NCCc2ccccc2)ccc1OCC(=O)N1CCOCC1	0	/
Cc1cccc(C(=O)NNC2=CC(=O)CC(C)(C)C2)c1O	-8	i
Cc1ccc2[nH]c3c(c2c1)CCc1cn[nH]c1-3	-12	i
COc1ccc(S(=O)(=O)N2CCCCC2)cc1NC(=O)c1ccc(C)cc1	-22	/
S=C(NCCC(c1ccccc1)c1ccccc1)Nc1cccc(Cl)c1	27	i
Cc1n[nH]c(C)c1S(=O)(=O)N1CCCC(C(=O)NCc2ccc(F)cc2)C1 (configuration not stated)	0	i
Cc1ccccc1Nc1ncnc(N)n1	-7	i
O=C(CCc1nnc(CCCc2ccccc2)o1)NCCCC1CCCC1	-20	i
COc1ccc(CNC(=O)CCN2C(=O)c3ccccc3C2=O)cc1	-5	i
Cc1c(C(=O)N2CCN(c3cccc(Cl)c3)CC2)cccc1[N+](=O)[O-]	-1	i
Cc1ccc(OCC(=O)NNC(=O)C(C)Sc2ncnc3sc(C)c(C)c23)cc1 (configuration not stated)	-41	i
CC(C)[C@H](NC(=O)c1ccccc1F)C(=O)OCC(=O)NC(=O)NC1CCCCC1	-17	/
CC(=O)Nc1ccc(NC(=S)Nc2ccc(F)cc2)cc1	-8	i
O=C(CCCn1c(=O)[nH]c2ccsc2c1=O)Nc1ccc(F)cc1	-10	i
COc1ccc(S(=O)(=O)N2CCOCC2)cc1NC(=O)COc1ccc(C)cc1	-6	/
CC(=O)c1c(C)[nH]c(C(=O)COC(=O)c2c(-c3ccccc3)noc2C)c1C	-4	/
Cc1cccc(-c2nc(CSc3nc4c(c(=O)[nH]3)CCC4)c(C)o2)c1	-35	i
COc1ccc(OC)c(-n2c(-c3cc(-c4ccc(F)cc4)n[nH]3)n[nH]c2=S)c1	-11	i
Cc1ccc(-c2nc(NC(=O)CSc3cc(C)c4ccccc4n3)ns2)cc1	-8	i
COc1ccc(/C=C2\N=C3CCCCCN3C2=O)cc1OC	-25	i

(listing goes on)
Compound	OX1R antag	CHT allo act
CC(C)c1ccc(NC(=O)CNS(=O)(=O)c2ccc(F)cc2)cc1	-16	i
Cn1cccc1CNC(=O)Nc1ccccc1	-10	i
CCCCSc1cc(C)nc2ncnn12	-25	i
Cc1ccc(CCNC(=O)CC(C)CC2=NS(=O)(=O)c3ccccc3N2)cc1 (configuration not stated)	-6	i
COc1ccc(NC(=O)CCC2CCCC2)cc1OC	-14	i
O=C(Nc1ccc(S(=O)(=O)NCc2ccco2)cc1)c1ccc2ccccc2n1	30	i
CCC(C(=O)NC1C(=O)N2C(C(=O)O)=C(CSc3nnc(C)s3)CSC12)c1ccccc1 (configuration not stated)	3	/
O=C(N/N=C/c1ccc([N+](=O)[O-])o1)c1ccccc1-n1cccc1	-13	i
O=C(/C=C/c1ccc(Br)cc1)c1ccco1	-7	i
CCN(CC(=O)N1CCOCC1)S(=O)(=O)c1ccc(Cl)cc1	-14	i
O=C(O)CCCCCNC(=O)Nc1ccc2c(c1)OCCO2	-6	i
O=C1CCCCC1Sc1ccc(Cl)cc1[N+](=O)[O-] (configuration not stated)	-16	i
CCCCOc1ccc(C2NC(=O)NC(C)=C2C(C)=O)cc1OCC (configuration not stated)	-15	i
O=C(NC(=S)Nc1ccc([N+](=O)[O-])cc1O)C1CCCCC1	-9	i
O=C(Nc1nonc1-c1ccc(Cl)cc1)c1ccco1	-37	i
Cc1ccc2c(c1)c(C)c(C)n2CC(O)Cn1nc(C)cc1C (configuration not stated)	-7	i
Cc1ccc(C2(C)NC(=O)N(CC(=O)N3CCN(S(=O)(=O)c4cccc([N+](=O)[O-])c4)CC3)C2=O)cc1 (configuration not stated)	-9	/
CCc1ccc(C(C)NC(=O)c2ccc(F)cc2)cc1 (configuration not stated)	-22	i
O=c1nc2sc3ccccc3n2c(=O)n1-c1ccc(Cl)cc1	-10	i
COc1ccc(CNC(=O)CSc2nc3ccc(C)cc3[nH]2)cc1OC	-15	i

Next structures
Compound	OX1R antag	CHT allo act
CCOC(=O)C1(Cc2cccc(OC)c2)CCN(C(C)COC)CC1 (configuration not stated)	-15	i
CCCCc1cc(=O)oc2c(C)c(OCC(=O)N3CCCC3)ccc12	-26	i
Cc1ccc(-c2ccc(=O)n(CC(=O)NCCN(CC(C)C)CC(C)C)n2)cc1	-20	i
Nc1cc(N)nc(SCC(=O)Nc2cccc(S(=O)(=O)N3CCCCC3)c2)n1	-15	/
CSc1nncc(-c2ccccc2)n1	-4	i
CC1CCC2(CC1)NC(=O)N(Cc1nc(-c3ccccc3)no1)C2=O (configuration not stated)	-11	i
Cc1ccc(Oc2nc3ccccc3n3c(C)nnc23)cc1	-6	i
CCCOc1ccc(C(=O)NCCC(=O)NCCCC(=O)O)cc1	-7	i
CCC(=O)Nc1ccc(-c2ccc(NC(=O)CC)c(OC)c2)cc1OC	-32	i
CC(C)CC(=O)Nc1ccc2c3c(cccc13)CC2	-24	i
CN(C)c1ccc(/C=N/NC(=O)C(=O)N2CCCCCC2)cc1	-6	i
CC1CCN(CCCn2c(=S)[nH]c3c(sc4ccc([N+](=O)[O-])cc43)c2=O)CC1	-21	i
CC1(C)CC(=O)C=C(Nc2ccc(F)cc2)C1	-7	i
COc1cccc(OC)c1NC(=O)c1nc2c(nnn2Cc2ccccc2Cl)c(=O)[nH]1	-13	i
Cc1ccc(O)c(C(=O)c2cnn(C(=O)COc3ccc(Cl)cc3)c2)c1	-6	i
O=C(c1ccc(Cl)cc1)N1CCn2c1nc1ccccc12	-9	i
CC(=O)/C(=N/Nc1cccc(C)c1)N1CCOCC1	-17	i
CCC(=O)Nc1ccc(Br)c(Cl)c1	-9	i
CCOC(=O)CNC(=O)c1ccc2c(c1)OCCO2	-4	i
O=C(COC(=O)c1ccc(Br)o1)Nc1nc2c(F)c(F)c(F)cc2s1	8	i

Next part
Compound	OX1R antag	CHT allo act
Cc1ccc(C(=O)Nc2nc(-c3ccc(F)cc3)cs2)o1	-43	i
Cc1ccc(CNC(=O)COC(=O)COc2ccc(C#N)cc2)cc1	-14	/
CCCOc1cccc(-c2cc(C(=O)N/N=C/c3cccnc3)c3ccccc3n2)c1	/	i
COc1ccc(-c2nnc3sc(COc4ccccc4)nn23)cc1	-20	i
O=C(/C=C/Nc1ccc(OC(F)(F)F)cc1)C(F)(F)F	-13	i
Cc1cc(=O)[nH]c(SCC(=O)NC2CCCCC2)n1	-8	i
CS(=O)(=O)/C(C#N)=C/c1c(-c2ccccc2)nc2n1CCS2	-13	i
O=C(NCc1cccc(Cl)c1)C1CCC(=O)N(CC2CCCCC2)C1 (configuration not stated)	-39	i
CCOc1ccc(/C(C)=N\NC(=O)Cc2ccccc2)cc1	-7	i
Nc1ccc(N2CCCCC2)c2nonc12	-1	i
Cn1c(N)c(C(=O)COC(=O)c2cc(C(F)(F)F)nc3ccccc23)c(=O)n(C)c1=O	0	i
Cc1c(NC(=O)c2ccc3c(c2)OCO3)cccc1-c1nc2ccccc2o1	-5	i
Cc1cc(Cl)cc(Br)c1OCCCN1C(=O)NC(C)(C)C1=O	-12	i
COc1cc(CN2c3ccccc3C(=O)CS2(=O)=O)cc(OC)c1	-10	/
COc1ccc(NC(=S)NC2CC3CCC2C3)c(OC)c1 (configuration not stated)	-12	i
O=C1C2C(c3ccccc3)C=CC(c3ccccc3)C2C(=O)N1CCO (configuration not stated)	-13	i
CC(=O)N1c2c(cc(Br)cc2S(=O)(=O)NCc2cccnc2)CC1C (configuration not stated)	4	i
COC(=O)C1CCN(C(=O)c2ccc(OC)c(S(=O)(=O)N3CCCc4ccccc43)c2)CC1	-29	/
COc1cccc(-c2noc(C3CCCN(S(=O)(=O)c4cccc(Cl)c4C)C3)n2)c1 (configuration not stated)	5	i
COc1ccc(/C=N/n2c(-c3ccccc3)n[nH]c2=S)cc1	-11	i

(list continues)
Compound	OX1R antag	CHT allo act
CCCCN(CCCC)CCNC(=O)CN1C(=O)COc2ccc(S(=O)(=O)N3CCC(C)CC3)cc21	-11	i
CCOc1ccc2oc(C(=O)Nc3nccs3)c(C)c2c1	-2	/
NNC(=O)c1cc(C2CC2)nc2ccc(Br)cc12	/	i
CCCNC(=O)NC(=O)COC(=O)CC(NC(N)=O)c1ccc(Cl)cc1 (configuration not stated)	-11	i
CCn1nnc2cc(C(=O)Nc3ccc(C(=O)OC(C)C)cc3)ccc21	-15	/
Cc1csc(NC(=O)c2ccc(Cl)cc2[N+](=O)[O-])n1	-25	i
CCC(C)NC(=O)c1cc(-c2ccc3c(c2)OCO3)on1 (configuration not stated)	-4	i
O=c1cc[nH]c2c(Cl)cccc12	-12	i
O=C(CSc1ccc2nnc(-c3ccc(F)cc3)n2n1)NCc1ccco1	-18	i
COc1ccc(NC(=O)C2CCCN(C(=O)Nc3ccc(OC)cc3)C2)cc1 (configuration not stated)	-7	i
C/C(=N\NC(=O)c1ccc(Cl)cc1)c1cccnc1	-3	i
COc1ccc(CNC(=O)C2CCN(S(=O)(=O)c3cccc4nsnc34)CC2)cc1	-9	i
CC(NC(=O)CSc1nnc2n1CCCCC2)c1ccccc1Cl (configuration not stated)	-21	/
Cn1c(=NC(=O)C(C)(C)C)sc2cccc(F)c21	-9	i
Nc1nonc1-n1nnc(C(=O)N/N=C\c2ccncc2)c1CN1CCCCC1	-30	i
Cc1ccc(S(=O)(=O)N(C)/N=C/c2ccc(C(=O)O)cc2)cc1	-9	i
C#CC[N+]1(CC#Cc2ccccc2)CCCCC1	-13	i
O=C(CSc1nncn1-c1ccccc1)NC1CCCc2ccccc21 (configuration not stated)	-16	i
Cc1cc(C(=O)CSc2nc(N)cc(=O)[nH]2)c(C)n1CCc1ccc(Cl)cc1	-10	i
CCOC(=O)CCCCNC(=O)Nc1ccccc1	5	i

Later entries
Compound	OX1R antag	CHT allo act
O=C(O)c1cc(S(=O)(=O)Nc2cccc3ccccc23)c(Cl)cc1Cl	-28	i
COc1ccc(OCC(=O)Nc2ccc3c(c2)nc(CN2CCN(C(C)=O)CC2)n3C)cc1	-6	i
CCC(C)NS(=O)(=O)c1ccc(OCC(=O)N2CCC(C)CC2)cc1 (configuration not stated)	-9	i
O=C(Oc1ccc(Br)cc1C(=S)N1CCCC1)c1ccccc1F	-12	i
CC(=O)Oc1ccc2occ(-c3ccccc3)c2c1	-18	i
Cc1oc2c(CN3CCCC3)c(O)ccc2c(=O)c1-c1ccc(Cl)cc1	-19	i
Cc1ccsc1C(=O)OCC(=O)NCCNC(=O)COC(=O)c1sccc1C	-14	i

5 entries out of the list above, ordered by their value in OX1R antag, high to low.
Molecule,OX1R antag
COc1ccc(OCC(=O)Nc2ccc3c(c2)nc(CN2CCN(C(C)=O)CC2)n3C)cc1,-6
CCC(C)NS(=O)(=O)c1ccc(OCC(=O)N2CCC(C)CC2)cc1 (configuration not stated),-9
Cc1ccsc1C(=O)OCC(=O)NCCNC(=O)COC(=O)c1sccc1C,-14
Cc1oc2c(CN3CCCC3)c(O)ccc2c(=O)c1-c1ccc(Cl)cc1,-19
O=C(O)c1cc(S(=O)(=O)Nc2cccc3ccccc23)c(Cl)cc1Cl,-28
